Screening data (PubChem BioAssay)
WT yeast gro inh: growth inhibition of WT yeast, mitochondrial fusion screen; mitochondrial fusion phenotypic screen, WT strain; inhibition, % at 10 µM; 190,000 compounds, 2.1% hits; AID 1362; in the data active = inhibition above about 58%; tested in S. cerevisiae
bCat nuc transl: beta-catenin nuclear translocation modulation; HeLa beta-catenin nuclear translocation, immunofluorescence imaging; nuclear translocation activity, % at 5 µM; 190,000 compounds, 0.3% hits;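 active = nuclear translocation activity above 50% at 5 µM, with a well cell count of 50 or more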;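 note: per-cell ratio of nuclear to cytoplasmic median beta-catenin stain intensity; plate controls were DMSO negative control for no effect and GSK-3 inhibitor IX positive control for full effect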
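Assay system: human HeLa cells, native beta-catenin; doses: 5 µM primary, 0.02–20 µM confirmation; incubation: compound treatment 24 h, 37°C, 5% CO2; technique: fluorescence imaging of beta-catenin antibody stain plus DAPI; measure: % activation, nuclear-to-cytoplasmic median beta-catenin signal ratio per cell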
Dynein transport: blocks dynein driven cargo transport along microtubules. 3617.4 mouse cells, GR-EGFP nuclear translocation imaging; test concentration mostly 20 µM; stimulated with dexamethasone, 1 µM; active compounds read low. z-score, hits read low. 220,000 compounds, 0.47% hits. AID 1381;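 active = plate z-score of nuclear minus cytoplasmic receptor signal below a set negative limit, without overly bright fluorescence or cell loss, cut at about -3.5 in these data, passing the limit was not always enough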;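 note: z-score of nuclear minus cytoplasmic ring GR-EGFP intensity difference per well; some compounds called inactive have numbers as strong as hits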
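Buffer or medium: tet-free, stripped-serum medium; reagent: dexamethasone at 1.0 µM final, 30 min; incubation: 48 h induction, 1 h compound, 30 min dex at 37 °C; measured by: formaldehyde fixation, Hoechst nuclear stain, 10x automated fluorescence imaging; read-out: nuclear-to-cytoplasmic GR-EGFP distribution per well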
MT stabilizer: microtubule stabilizers in HeLa cells | HeLa tubulin immunostaining HCS, 24 h; share of cells brighter than vehicle mean+2SD | % tubulin-high responders, % at 10 µM | 200,000 compounds, 0.83% hits;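 active = plate Z-score above 3 for both tubulin-high and condensed-nucleus cell shares, with cell loss under 80%, at 10 µM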;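 note: anti alpha tubulin signal scored within the nucleus-defined area of each cell; some results filed as inactive read as strong as hits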
Insulin prom up: MIN6 insulin promoter up-regulation | MIN6 insulin promoter-GFP reporter, high-content imaging; active compounds read high | z-score at 5 µM | 190,000 compounds, 0.3% hits | AID 1625;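 active = z-score above 3 at 5 µM with at least 500 cells counted in the well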
NOD2 inhibition: NOD2 signaling inhibitors, cell-based, luminescence, uHTS, HEK293 (AID 1566); HEK293 NOD2/NF-kB luciferase reporter, luminescence; higher % means a stronger effect; inhibition, % at 4 µM; hits with a dose series show EC50 in µM; 290,000 compounds, 0.63% hits; in the data active = inhibition above about 50%; note: many of its hits are not listed in these tables
Autophagy mod: modulators of autophagy | 190,000 compounds, 0.98% hits | AID 463193 | MEF GFP-LC3 puncta imaging; test concentration mostly 10 µM | calls only at 10 µM (by protocol);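 active = percentage of spot-positive cells more than 3 SD above its plate mean, without a fluorescence outlier flag or 80% toxicity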;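 note: spot-positive cell cutoff set from DMSO-treated cells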
Yfh1-depleted yeast: mitochondrial function rescue without frataxin homolog – Friedreich's ataxia, plus single-dose screen, dose response (AID 1465) | S. cerevisiae Yfh1-off respiration, WST-1 reduction, 72 h; higher fold induction means a stronger effect | fold induction at 50 µM, or EC50 in µM where a hit was titrated | 220,000 compounds, 0.074% hits;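 active = fold induction of absorbance versus untreated yeast above a set limit, then at least 30% activation at any dose in follow-up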;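 note: activators that raise dye reduction in frataxin-depleted yeast; strong numbers were not always called active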
Hep lipid drop: hepatic lipid droplet formation modulation. AID 1656. inhibition, % at 6.5 µM. AML12 mouse hepatocytes, oleate lipid droplets, BODIPY imaging. 240,000 compounds, 0.4% hits;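 active = lipid droplet intensity inhibited by at least 50%, with more than 500 cells counted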
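Assay system: AML12 mouse liver cells | Compound: 6.5 µM single-point dosing | Schedule: Overnight exposure | Technique: Fluorescence imaging, 20x objective, two fields per well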
WT yeast gro inh mutant strain: further read-out of WT yeast gro inh, marked with its call; inhibition, %; mitochondrial fusion phenotypic screen, mutant strain inhibition
Dynein transport cytoplasmic EGFP: further read-out of Dynein transport, marked with its call; z-score; measured here: cytoplasmic GR-EGFP intensity; active compounds read high
Dynein transport nuclear GR-EGFP: also measured in Dynein transport; calls as there; z-score; measured here: nuclear GR-EGFP intensity;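 lower value marks the stronger effect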
Dynein transport cell count: further read-out of Dynein transport, marked with its call; z-score; measured here: cell count per field
Insulin prom up cell count: second read-out of Insulin prom up, no call of its own (marks repeat the call); cell count; measured here: cytotoxicity, nuclei count;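 total cells summed across four imaged fields per well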
Hep lipid drop cells 6.5 µM: second read-out of Hep lipid drop, no call of its own (marks repeat the call); cell count; measured here: cell count, cytotoxicity flag;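 cells counted across two imaged fields per well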
bCat nuc transl cell count 5 µM: recorded beside bCat nuc transl, whose call it bears; cell count; measured here: cell count, cytotoxicity flag
MT stabilizer Hoechst-high %: further read-out of MT stabilizer, marked with its call; % Hoechst-high responders; measured here: nuclear condensation Hoechst responders;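 share of cells brighter than vehicle mean plus two SD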
MT stabilizer cytotoxicity %: further read-out of MT stabilizer, marked with its call; toxicity, %; measured here: cytotoxicity by cell density;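 0% = mean cell density of plate MIN control wells and 100% = no cells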
Autophagy mod cell loss 18 h: recorded beside Autophagy mod, whose call it bears; toxicity, %; measured here: cell loss, nuclei count;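 cell loss after 18 h compound exposure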
Numbers without * were called inactive. Not all compounds are listed; rates above refer to the full screens.

Screening NC(=O)CC(NC(=O)Cc1cccc2ccccc12)c1ccc(NCc2ccc(F)c(F)c2)c([N+](=O)[O-])c1 (stereo not drawn) returned bCat nuc transl -0.5, Dynein transport -0.32, Insulin prom up 0.1, NOD2 inhibition -6%, Yfh1-depleted yeast inactive, Hep lipid drop 15, Dynein transport cytoplasmic EGFP -0.85, Dynein transport nuclear GR-EGFP -0.21, Dynein transport cell count 0.62, Insulin prom up cell count 1058, Hep lipid drop cells 6.5 µM 729 and bCat nuc transl cell count 5 µM 1319.
For Cn1c(=O)c2c(nc(SCCN3CCOCC3)n2Cc2ccccc2)n(C)c1=O the results were WT yeast gro inh -7, bCat nuc transl 4.3, Dynein transport -0.41, MT stabilizer 3.8, Insulin prom up -0.39, NOD2 inhibition -4%, Autophagy mod inactive, Yfh1-depleted yeast inactive, Hep lipid drop -2, WT yeast gro inh mutant strain 0, Dynein transport cytoplasmic EGFP -0.2, Dynein transport nuclear GR-EGFP -0.27, Dynein transport cell count 0.9, Insulin prom up cell count 1289, Hep lipid drop cells 6.5 µM 720, bCat nuc transl cell count 5 µM 462, MT stabilizer Hoechst-high % 2.4, MT stabilizer cytotoxicity % 6.0 and Autophagy mod cell loss 18 h 3.
`O=C(O)c1cscn1` gave WT yeast gro inh -2, bCat nuc transl -0.3, Dynein transport -0.22, MT stabilizer 2.3, Insulin prom up 0.68, NOD2 inhibition -16%, Autophagy mod inactive, Yfh1-depleted yeast inactive, WT yeast gro inh mutant strain -6, Dynein transport cytoplasmic EGFP -0.18, Dynein transport nuclear GR-EGFP 0.058, Dynein transport cell count 0.16, Insulin prom up cell count 1218, bCat nuc transl cell count 5 µM 648, MT stabilizer Hoechst-high % 1.5, MT stabilizer cytotoxicity % 2.8 and Autophagy mod cell loss 18 h -3.
Screening CC(=O)Nc1ccc(C(=O)OCC(=O)Nc2ccccc2F)cc1 returned WT yeast gro inh -4, bCat nuc transl -3.0, Dynein transport -1.1, MT stabilizer 3.4, Insulin prom up -0.61, NOD2 inhibition 16%, Autophagy mod inactive, Yfh1-depleted yeast inactive, Hep lipid drop 2, WT yeast gro inh mutant strain 14, Dynein transport cytoplasmic EGFP -0.33, Dynein transport nuclear GR-EGFP -0.54, Dynein transport cell count 1.1, Insulin prom up cell count 1346, Hep lipid drop cells 6.5 µM 632, bCat nuc transl cell count 5 µM 1136, MT stabilizer Hoechst-high % 3.1, MT stabilizer cytotoxicity % 7.1 and Autophagy mod cell loss 18 h 6.
CC1(C)Oc2ccc3ccc(=O)oc3c2/C(=C/N)C1=O was read as WT yeast gro inh -1, bCat nuc transl -2.8, Dynein transport 0.14, MT stabilizer 6.9, Insulin prom up 0.8, NOD2 inhibition 16%, Autophagy mod inactive, Yfh1-depleted yeast inactive, WT yeast gro inh mutant strain -3, Dynein transport cytoplasmic EGFP -0.14, Dynein transport nuclear GR-EGFP 0.26, Dynein transport cell count 1.1, Insulin prom up cell count 1275, bCat nuc transl cell count 5 µM 969, MT stabilizer Hoechst-high % 1.5, MT stabilizer cytotoxicity % 1.0 and Autophagy mod cell loss 18 h 17.
For c1ccc(C2[C@H]3CN(Cc4cccnc4)[C@H](c4ccccc4)C34CC2(c2cccnc2)C4)cc1 (stereo partly drawn) the results were bCat nuc transl -1.0, Dynein transport -0.36, Insulin prom up 0.17, NOD2 inhibition -12%, Yfh1-depleted yeast inactive, Hep lipid drop 8, Dynein transport cytoplasmic EGFP -0.74, Dynein transport nuclear GR-EGFP -0.22, Dynein transport cell count 0.13, Insulin prom up cell count 1048, Hep lipid drop cells 6.5 µM 683 and bCat nuc transl cell count 5 µM 1371.
For Cc1ccccc1OCC(O)Cn1nnc2ccccc21 (stereo not drawn) the results were WT yeast gro inh -10, bCat nuc transl -1.6, Dynein transport 0.011, MT stabilizer 1.9, Insulin prom up -0.21, NOD2 inhibition 0%, Autophagy mod active, Yfh1-depleted yeast inactive, Hep lipid drop -26, WT yeast gro inh mutant strain -14, Dynein transport cytoplasmic EGFP -0.29, Dynein transport nuclear GR-EGFP -0.063, Dynein transport cell count -0.032, Insulin prom up cell count 1138, Hep lipid drop cells 6.5 µM 774, bCat nuc transl cell count 5 µM 1126, MT stabilizer Hoechst-high % 1.5, MT stabilizer cytotoxicity % 7.3 and Autophagy mod cell loss 18 h 24*.
Screening Cc1c(C)n(C(=O)CN2CCC(C)CC2)c2ccccc12 returned WT yeast gro inh -13, bCat nuc transl -0.6, Dynein transport -0.68, MT stabilizer 2.1, Insulin prom up 0.59, NOD2 inhibition 2%, Autophagy mod inactive, Yfh1-depleted yeast inactive, WT yeast gro inh mutant strain 0, Dynein transport cytoplasmic EGFP -0.16, Dynein transport nuclear GR-EGFP -0.21, Dynein transport cell count -1.1, Insulin prom up cell count 1382, bCat nuc transl cell count 5 µM 1357, MT stabilizer Hoechst-high % 2.0, MT stabilizer cytotoxicity % 4.7 and Autophagy mod cell loss 18 h 1.
Cc1cccc(Nc2nc(N)nc(CN3CCN(c4ccc(F)cc4)CC3)n2)c1 was read as WT yeast gro inh -7, bCat nuc transl 1.2, Dynein transport 2.7, MT stabilizer 6.9, Insulin prom up -1, NOD2 inhibition -3%, Autophagy mod inactive, Yfh1-depleted yeast inactive, WT yeast gro inh mutant strain 2, Dynein transport cytoplasmic EGFP 0.62, Dynein transport nuclear GR-EGFP 2.2, Dynein transport cell count -2.3, Insulin prom up cell count 1094, bCat nuc transl cell count 5 µM 1004, MT stabilizer Hoechst-high % 3.1, MT stabilizer cytotoxicity % 8.4 and Autophagy mod cell loss 18 h 2.
`Cc1ccc(S(=O)(=O)N2CCOCC2)cc1NC(=O)CSc1ccccn1` gave WT yeast gro inh -16, bCat nuc transl -1.3, Dynein transport -1.1, MT stabilizer 11, Insulin prom up 0.18, NOD2 inhibition 2%, Autophagy mod inactive, Yfh1-depleted yeast inactive, Hep lipid drop 2, WT yeast gro inh mutant strain 12, Dynein transport cytoplasmic EGFP -0.32, Dynein transport nuclear GR-EGFP -0.31, Dynein transport cell count 0.22, Insulin prom up cell count 1211, Hep lipid drop cells 6.5 µM 530, bCat nuc transl cell count 5 µM 1057, MT stabilizer Hoechst-high % 1.6, MT stabilizer cytotoxicity % 4.6 and Autophagy mod cell loss 18 h 2.
Cc1cc(C(C)(C)C)ccc1OCCN1CCCC1 was read as WT yeast gro inh 39, Dynein transport 1.1, MT stabilizer 2.2, Insulin prom up 0.18, NOD2 inhibition 7%, Autophagy mod inactive, Yfh1-depleted yeast inactive, Hep lipid drop -7, WT yeast gro inh mutant strain 38, Dynein transport cytoplasmic EGFP 0.12, Dynein transport nuclear GR-EGFP 0.49, Dynein transport cell count -1.4, Insulin prom up cell count 922, Hep lipid drop cells 6.5 µM 818, MT stabilizer Hoechst-high % 1.6, MT stabilizer cytotoxicity % 9.1 and Autophagy mod cell loss 18 h 3.
`CCS(=O)(=O)N1CCCC(C(=O)NCc2cccnc2)C1` (stereo not drawn) gave WT yeast gro inh 13, bCat nuc transl 0.5, Dynein transport 0.48, MT stabilizer 9.3, Insulin prom up -0.91, NOD2 inhibition 5%, Autophagy mod inactive, Yfh1-depleted yeast inactive, WT yeast gro inh mutant strain -3, Dynein transport cytoplasmic EGFP -0.31, Dynein transport nuclear GR-EGFP -0.23, Dynein transport cell count -0.33, Insulin prom up cell count 1489, bCat nuc transl cell count 5 µM 1309, MT stabilizer Hoechst-high % 3.2, MT stabilizer cytotoxicity % 9.0 and Autophagy mod cell loss 18 h -51.
For COCCNC(=O)C(c1ccc(C)o1)N(C(=O)c1snc(C(N)=O)c1N)c1ccc(C)c(C)c1 (stereo not drawn) the results were WT yeast gro inh -11, bCat nuc transl -1.5, Dynein transport -0.54, MT stabilizer 3.2, Insulin prom up -0.56, NOD2 inhibition -4%, Autophagy mod inactive, Yfh1-depleted yeast inactive, Hep lipid drop 2, WT yeast gro inh mutant strain 7, Dynein transport cytoplasmic EGFP -0.31, Dynein transport nuclear GR-EGFP -0.087, Dynein transport cell count 0.59, Insulin prom up cell count 1209, Hep lipid drop cells 6.5 µM 786, bCat nuc transl cell count 5 µM 1235, MT stabilizer Hoechst-high % 2.4, MT stabilizer cytotoxicity % 3.1 and Autophagy mod cell loss 18 h 1.

Pulled by structure from above, 2 records:
Screening CC(=O)Nc1ccc(C(=O)OCC(=O)Nc2ccccc2F)cc1 returned WT yeast gro inh -4, bCat nuc transl -3.0, Dynein transport -1.1, MT stabilizer 3.4, Insulin prom up -0.61, NOD2 inhibition 16%, Autophagy mod inactive, Yfh1-depleted yeast inactive, Hep lipid drop 2, WT yeast gro inh mutant strain 14, Dynein transport cytoplasmic EGFP -0.33, Dynein transport nuclear GR-EGFP -0.54, Dynein transport cell count 1.1, Insulin prom up cell count 1346, Hep lipid drop cells 6.5 µM 632, bCat nuc transl cell count 5 µM 1136, MT stabilizer Hoechst-high % 3.1, MT stabilizer cytotoxicity % 7.1 and Autophagy mod cell loss 18 h 6.
`CCS(=O)(=O)N1CCCC(C(=O)NCc2cccnc2)C1` (stereo not drawn) gave WT yeast gro inh 13, bCat nuc transl 0.5, Dynein transport 0.48, MT stabilizer 9.3, Insulin prom up -0.91, NOD2 inhibition 5%, Autophagy mod inactive, Yfh1-depleted yeast inactive, WT yeast gro inh mutant strain -3, Dynein transport cytoplasmic EGFP -0.31, Dynein transport nuclear GR-EGFP -0.23, Dynein transport cell count -0.33, Insulin prom up cell count 1489, bCat nuc transl cell count 5 µM 1309, MT stabilizer Hoechst-high % 3.2, MT stabilizer cytotoxicity % 9.0 and Autophagy mod cell loss 18 h -51.
